# Screens as filed in PubChem BioAssay.
# NPY2 pot ag – human NPY-Y2 potentiation or agonism, primary screen. P49146. cells expressing NPY-Y2, potentiator/agonist read-out. activation, % at 3.6 µM. 220,000 tested, 0.45% active. AID 1359; in the data active = activation above about 27%;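 note: cells stimulated with NPY near EC25 plus isoproterenol at EC100; 0% = vehicle plus submaximal agonist and 100% = vehicle plus saturating agonist; some results beyond the cut were filed as inactive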
# NPY-Y1 antag – blocks the human neuropeptide Y Y1 receptor. P25929. HEK293-CNG Y1 cells, membrane potential fluorescence; NPY at EC95, then isoproterenol. inhibition, % at 3.6 µM. 200,000 tested, 1% active. AID 1040;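 active = inhibition above the campaign mean inhibition of all tested compounds plus 3 SD, cut at about 20% in these data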;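 note: 0% = DMSO wells given NPY plus isoproterenol and 100% = isoproterenol alone without NPY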
#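 Test system – HEK293 Y1/CNG channel cell line · Also added – NPY agonist 25 nM, then isoproterenol 1 µM plus Ro 20-1724 25 µM · Compound dosing – one concentration, 3.6 µM, in 0.4% DMSO · Schedule – compound incubation 1 h at room temperature, readout 45 min post-stimulation · Technique – fluorescence, membrane potential probe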
# EP2 antag – inhibitors of human EP2 prostaglandin E2 receptor; 260,000 tested, 0.52% active; inhibition, % at 25 µM; C6 glioma cells expressing human EP2, cAMP TR-FRET; cells stimulated with saturating PGE2;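 active = percent inhibition above 40 after rounding to a whole number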;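 note: rat C6 glioma host cells with rolipram phosphodiesterase inhibitor present; the protocol text gives 20 µM as final concentration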
# Target sequence (P43116 whole entry, looked up): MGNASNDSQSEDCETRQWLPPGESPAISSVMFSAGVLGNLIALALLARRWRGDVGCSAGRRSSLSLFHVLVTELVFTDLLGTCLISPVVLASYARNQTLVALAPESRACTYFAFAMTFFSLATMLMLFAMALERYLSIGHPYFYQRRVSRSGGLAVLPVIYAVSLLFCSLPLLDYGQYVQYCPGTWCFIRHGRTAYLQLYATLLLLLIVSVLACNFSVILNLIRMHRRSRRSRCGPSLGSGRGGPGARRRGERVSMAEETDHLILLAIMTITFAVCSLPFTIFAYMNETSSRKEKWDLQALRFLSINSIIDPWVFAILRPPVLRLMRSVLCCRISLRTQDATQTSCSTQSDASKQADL
# NPY1 pot ag – potentiates or activates human NPY-Y1 receptor. P25929. NPY-Y1 expressing cells, potentiator/agonist activation. activation, % at 3.6 µM. 220,000 tested, 0.37% active; in the data active = activation above about 33%, passing the limit was not always enough;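 note: cells stimulated with NPY at EC10 then isoproterenol at EC100; 0% = low agonist plus stimulus and 100% = saturating agonist plus stimulus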
# eIF4E-4G inh – eIF4E/eIF4G interaction inhibition in translation initiation; 220,000 tested, 0.37% active; AID 782; TR-FRET eIF4E-eIF4GI(517-606) binding, 2 h; P63073+Q04637; inhibition, % at 21.7 µM;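 active = inhibition above about 30%, limit read from the data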;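 note: 0% = full FRET control wells and 100% = background wells lacking eIF4GI fragment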
# S1P4 antagonist – human S1P4 receptor antagonism; O95977; S1P4-expressing cells, antagonist mode, reporter read-out; inhibition, % at 4.98 µM; 220,000 tested, 0.26% active; AID 1510; in the data active = inhibition above about 29%;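 note: 0% = wells stimulated with agonist and 100% = vehicle wells without agonist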
# Target sequence (O95977 whole entry, looked up): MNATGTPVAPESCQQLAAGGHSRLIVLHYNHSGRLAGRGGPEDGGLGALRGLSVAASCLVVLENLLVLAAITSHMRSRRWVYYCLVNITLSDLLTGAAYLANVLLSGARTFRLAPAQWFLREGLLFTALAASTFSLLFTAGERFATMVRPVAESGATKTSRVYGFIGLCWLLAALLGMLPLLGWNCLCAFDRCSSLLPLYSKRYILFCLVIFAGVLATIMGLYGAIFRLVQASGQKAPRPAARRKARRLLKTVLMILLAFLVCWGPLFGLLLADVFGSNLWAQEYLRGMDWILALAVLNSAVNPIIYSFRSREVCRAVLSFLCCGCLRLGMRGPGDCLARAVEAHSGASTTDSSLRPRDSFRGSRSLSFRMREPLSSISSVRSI
# S1P4 ag – activates the human S1P4 receptor | AID 1509 | 220,000 tested, 0.35% active | S1P4-expressing cell line, agonist reporter assay | activation, % at 4.98 µM; in the data active = activation above about 11%;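 note: 0% = DMSO vehicle and 100% = reference agonist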
# EP2 mod – modulators of human EP2 prostaglandin E2 receptor; EP2-expressing cells, cAMP HTRF FRET, PGE2 co-stimulation; induction, % at 25 µM; 260,000 tested, 0.83% active; AID 940;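 active = compounds whose cAMP rise, as percent of the full-agonist control response, exceeds 60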;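 note: rat C6 glioma line stably carrying human EP2 under a CMV promoter; the protocol text gives 20 µM as final concentration; 100% = response of wells given 1 µM PGE2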
# p97 inhibitor – human p97 ATPase inhibition | inhibition, % at 8 µM | 220,000 tested, 0.42% active | recombinant p97 ATPase, Kinase-Glo ATP luminescence, 3 h | AID 1481 | P55072; in the data active = inhibition above about 15%;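 note: 0% = DMSO vehicle and 100% = wells lacking enzyme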
# An asterisk follows results filed as active; x = not tested or not shown; [ ] = remark or other dose. These rows are one share of the data (hit frequency here may not be typical).
canonical_smiles,NPY2 pot ag,NPY1 pot ag,EP2 antag,p97 inhibitor,NPY-Y1 antag,S1P4 ag,eIF4E-4G inh,EP2 mod,S1P4 antagonist
C/C(CC(O)c1ccc2ccccc2n1)=N/O (configuration not stated),-12.6,13.3,6.2,-7.7,0.8,1.5,3.1[fluorescence artefact?],-12.7,-8.3
Cc1ccc(NC(=O)c2cc(C)n(-c3ccccc3)c2C)cc1,5.1,19.7,9.1,1.1,4.1,1.2,-2.3,-17.9,-4.5
O=C1C2C3C=CC(C3)C2C(=O)N1/N=C/c1cn(Cc2ccccc2)c2ccccc12 (configuration not stated),10.4,9.4,12.0,3.1,-2.7,-1.7,-1.4,0.7,-2.4
Cc1nn(Cc2ccccc2)c(Cl)c1C(=O)NCc1ccco1,-1.5,-2.6,6.3,2.9,-3.1,-0.1,-0.1,3.4,-14.9
Cc1nc(-c2coc3cc(O)c(C)cc3c2=O)cs1,12.8,9.2,19.4,-25.4,-4.5,2.0,-1.7,-11.7,-5.2
Cn1c2c(c(=O)n(C)c1=O)C(NC(=O)c1cccs1)(C(F)(F)F)C(=O)N2 (configuration not stated),12.1,4.9,15.1,0.2,3.1,3.7,-1.1,13.3,-13.2
N#Cc1c(NC(=O)c2ccc(N3CCOCC3)c([N+](=O)[O-])c2)sc2c1CCCC2,-9.6,-8.3,1.1,-0.4,2.1,0.6,0.6,16.2,2.4
CCNC(=O)CSc1nc2cc([N+](=O)[O-])ccc2n1-c1cccc(C(F)(F)F)c1,9.2,-5.3,7.8,3.3,7.5,-1.2,-1.1,43.3,-13.9
CC(C)n1nc(CC(=O)O)c2ccccc2c1=O,-23.2,10.0,14.3,-6.2,5.7,-0.4,2.4,-16.7,4.3
Cc1cc(C)c2c(NC(=S)NC(=O)c3ccccc3)n[nH]c2n1,1.9,-1.3,3.4,4.0,0.7,0.2,-0.5,-78.8,-4.9
O=C(Cc1noc2ccccc12)Nc1ccc2ccccc2c1,-5.9,-13.6,8.0,-1.5,5.1,1.4,3.3,-30.4,-19.9
Cc1cc(=O)oc2cc(NC(=O)C3COc4ccccc4O3)ccc12 (configuration not stated),-16.6,7.8,4.3,-7.8,4.7,0.4,1.0[fluorescence artefact?],20.9,-16.3
Cc1ccccc1CC1(CO)CCCN(Cc2cn[nH]c2-c2ccccc2)C1 (configuration not stated),-25.5,0.2,1.4,2.2,4.1,0.3,1.2,-10.3,-16.4
CCNc1c2c3c(cccc3n(C)c1=O)C(=O)c1ccccc1-2,9.6,13.4,1.9,2.9,-2.3,1.0,4.3[fluorescence artefact?],56.3,-13.7
O=C(Nc1ccccc1N1CCN(C(=O)c2ccccc2)CC1)c1cc(Br)ccc1Cl,-25.9,-21.5,9.5,4.4,7.7,1.9,-0.3,-3.4,-15.7
COc1nccnc1NS(=O)(=O)c1ccc(NC(=S)NC(=O)c2cccnc2)cc1,-7.8,-0.7,0.5,-4.5,x,1.9,3.2,-66.6,1.0
COc1ccc(/C=C(\NC(=O)c2cccs2)C(=O)Nc2ccc(C)cc2)cc1OC,-18.7,-28.2,11.7,0.4,8.5,-0.3,5.3,47.0,1.2
COc1cccc(N/C(SCc2cccc([N+](=O)[O-])c2)=C(/C#N)C(N)=O)c1,11.5,4.8,8.0,4.0,-1.2,-0.5,-4.1,-22.8,3.3
O=C(CCCn1c(SCC(=O)c2ccccc2)nc2ccccc2c1=O)NCC1CCCO1 (configuration not stated),-23.6,3.1,4.2,2.2,-2.9,0.5,3.0,-2.9,1.5
O=C(NCc1cccnc1)c1ccc(COc2ccccc2Br)cc1,-4.5,-25.3,5.0,-5.4,-5.0,1.1,-3.0,-58.2,-7.8

# Ordered by formula weight (rising): some entries from above
canonical_smiles,NPY2 pot ag,NPY1 pot ag,EP2 antag,p97 inhibitor,NPY-Y1 antag,S1P4 ag,eIF4E-4G inh,EP2 mod,S1P4 antagonist
C/C(CC(O)c1ccc2ccccc2n1)=N/O (configuration not stated),-12.6,13.3,6.2,-7.7,0.8,1.5,3.1[fluorescence artefact?],-12.7,-8.3
O=C(Cc1noc2ccccc12)Nc1ccc2ccccc2c1,-5.9,-13.6,8.0,-1.5,5.1,1.4,3.3,-30.4,-19.9
Cn1c2c(c(=O)n(C)c1=O)C(NC(=O)c1cccs1)(C(F)(F)F)C(=O)N2 (configuration not stated),12.1,4.9,15.1,0.2,3.1,3.7,-1.1,13.3,-13.2

# The listing continues:
canonical_smiles,NPY2 pot ag,NPY1 pot ag,EP2 antag,p97 inhibitor,NPY-Y1 antag,S1P4 ag,eIF4E-4G inh,EP2 mod,S1P4 antagonist
Cc1ccc(C2=NN(CC(=O)NCc3cccs3)C(=O)CC2)cc1,-14.9,-5.6,9.5,2.3,7.8,0.2,1.8,-31.9,-7.6
COc1ccc(-c2cc(-c3cc(C)ccc3O)[nH]n2)cc1,-6.1,10.0,9.7,1.9,0.2,1.2,-1.9,-74.8,-9.8
COc1ccc(N2CCN(C(=O)c3cccc(N4C(=O)C5CC=CC(C)C5C4=O)c3)CC2)cc1 (configuration not stated),-9.5,-8.0,x,-3.8,3.4,-0.8,7.1,-0.4,0.0
Cc1ccc(N(CC(=O)N2CCOCC2)S(C)(=O)=O)cc1C,15.8,26.4,10.1,0.8,2.0,1.8,8.1[fluorescence artefact?],15.3,-1.0
O=S(=O)(Nc1cc(Sc2cccc3cccnc23)c(O)c2ccccc12)c1ccc(F)cc1,0.9,1.5,6.7,8.8,-2.3,-1.7,0.5,-7.8,6.1
O=C(Nc1cc(C(F)(F)F)ccc1N1CCOCC1)c1ccco1,-10.0,-9.9,12.4,-2.9,8.8,-1.6,0.9,6.0,-12.3
O=C(Nc1ccc(Br)cc1)C1CCN(C(=O)c2ccc(F)cc2)CC1,-14.5,-2.1,8.9,-5.3,8.0,0.1,5.9,-12.9,-14.0
NS(=O)(=O)c1ccc(NC(=O)COC(=O)c2ccc(Cl)nc2)cc1,-2.6,-12.9,4.4,1.3,1.7,3.2,0.3,7.3,1.6
N#C/C(=C\C1CC=CCC1)c1nc2ccccc2[nH]1 (configuration not stated),11.8,10.5,21.5,5.3,0.2,-0.5,-0.6,-47.5,-7.1
COC(=O)C1(NC(=O)NC23CC4CC(CC(C4)C2)C3)CCCCC1,-0.2,-11.2,8.3,-1.4,6.1,-0.5,1.7,-6.4,-8.8
Cc1cccc(NC(=O)CN2C(=O)c3ccccc3C2=O)c1C,17.6,11.3,3.8,6.2,-0.1,1.0,-5.7,2.1,-3.7
CN(C)/C=C1\C(=O)Nc2ccccc21,2.4,12.2,16.2,1.8,0.2,-3.7,7.4,3.8,-6.0
CSc1ccccc1NC(=O)CN(C)CC(=O)NCc1ccccc1,0.7,4.8,-1.2,3.0,-2.3,1.1,4.2,20.8,-7.1
Cc1ccc(-n2nc3c([n+]2[O-])CCc2c-3no[n+]2[O-])cc1,6.1,12.5,5.0,2.7,0.0,-0.7,5.6,26.5,-25.9
Cc1nnc(NC(=O)c2oc3cc(C)c(C)cc3c2C)s1,1.2,-0.8,11.0,5.8,3.6,-2.6,4.2,0.8,-5.7
CCCCN(CC)CCCNC(=S)Nc1ccc2nc(N3CCN(C)CC3)cc(C)c2c1,-0.5,1.0,4.7,2.7,1.8,-0.6,-3.0,-3.2,-13.7
COc1ccc2cc3c(N)nn(C(=O)Cc4ccc(Cl)cc4)c3nc2c1,1.1,-6.2,x,-8.2,4.8,1.2,-1.8[fluorescence artefact?],-0.7,-18.1
Cc1cc(NC(=O)CCC(=O)N(c2cccnc2)C(C(=O)NC2CCCC2)c2ccccc2F)no1 (configuration not stated),-2.5,7.0,11.0,0.6,4.8,-0.7,1.1,25.2,-12.9
COc1ccc(/C=N/NC(=O)c2ccc(NC(=O)c3ccccc3Br)cc2)cc1,-0.8,9.0,5.9,5.7,-2.6,0.8,0.0[fluorescence artefact?],-34.7,-2.2
C=CCn1c(=O)c2c(nc(Br)n2Cc2ccccc2Cl)n(C)c1=O,2.1,-2.9,6.9,-0.4,-1.7,1.2,3.1,18.1,2.2

# Continued:
canonical_smiles,NPY2 pot ag,NPY1 pot ag,EP2 antag,p97 inhibitor,NPY-Y1 antag,S1P4 ag,eIF4E-4G inh,EP2 mod,S1P4 antagonist
COc1ccc(CC(=O)OCC(=O)Nc2cccnc2Cl)cc1OC,-23.1,-15.3,3.4,1.0,4.1,-0.5,0.9,-8.9,-10.5
COc1ccc(C)cc1NCc1cc(=O)oc2cc(-c3ccccc3)c(O)cc12,-1.2,6.1,1.8,-3.9,-6.0,-1.7,-2.9,-0.7,-16.7
O=C(c1ccccc1Sc1ccc([N+](=O)[O-])cc1)N1CCCCC1,-0.6,-18.7,7.4,-6.9,14.7,0.2,3.9,-1.4,-11.3
COc1ccc(OC)c(-n2c(-c3cccc(C)c3)n[nH]c2=S)c1,4.0,8.3,6.7,-4.7,-0.5,0.7,4.8,21.2,-9.5
CC(=O)OC1CC(C)(C)N(OC(=O)CCCN2C(=O)c3ccccc3C2=O)C(C)(C)C1,3.3,7.6,10.1,-1.0,-1.5,0.8,-5.0,-6.2,-26.1
CCc1ccc(N(CC)C(=O)c2ccc3c(Cl)c4c(nc3c2)CCC4)cc1,-0.7,-23.0,8.1,-1.4,3.8,0.4,4.7,34.2,-4.2
O=C(Nc1nc2ccc(S(=O)(=O)N3CCCC3)cc2s1)C1CCCO1 (configuration not stated),-0.2,-5.8,6.5,6.7,-3.6,-0.2,x,-9.4,4.6
CCn1c(SCC(=O)N2CCN(c3ccccc3)CC2)nnc1-c1ccoc1C,16.3,-12.3,14.6,1.9,-2.4,-2.1,-12.7,-8.4,6.3
Cc1nn(-c2ccccc2)c(N2CCCC2)c1/C=C1\N=C(c2ccc(OC(C)C)cc2)OC1=O,8.1,-46.3,10.2,0.1,9.3,-0.6,0.6,10.1,11.2
O=C(Cc1ccc(Br)cc1)c1ccc(O)cc1O,5.6,9.0,20.0,1.4,-12.2,-0.9,-3.9,1.9,3.8
CC(NC(=S)Nc1cccc(F)c1)C(c1cccs1)N1CCOCC1 (configuration not stated),4.9,22.9,5.8,5.9,x,0.1,1.3,-39.8,-2.0
O=C(CSc1nc(O)cc(=O)n1-c1ccccc1)Nc1nc2ccccc2s1,9.5,-1.6,6.8,9.5,x,-1.4,-3.7,-21.4,1.9
CCOc1ccc(CNn2nnnc2N)cc1,4.3,4.2,4.0,-0.4,-3.2,1.1,-1.2,7.7,-11.8
CSCCC1NC2(C(=O)Nc3c(Cl)cccc32)[C@@H]2C(=O)N(C3CCCC3)C(=O)[C@H]12 (some centres not stated),13.1,16.9,4.2,-0.2,0.4,3.0,4.5,13.5,-4.7
CCC1(c2ccccc2)NC(=O)N(Cc2ccc(C(=O)OC)cc2)C1=O (configuration not stated),3.9,3.8,9.4,1.5,1.8,1.6,-0.2,7.8,-12.3
CCOCCn1c(SCc2c(F)cccc2Cl)nc2c1c(=O)[nH]c(=O)n2C,0.3,-6.5,4.1,-6.7,4.0,-0.1,-2.2,55.9,11.2
CCOC(=O)c1c(C)[nH]c(C)c1C(=O)COC(=O)/C=C/c1ccc(Cl)cc1,-0.3,0.8,7.6,0.0,15.8,0.0,1.9,-6.8,4.5
O=C(NCCF)[C@H]1C[C@@H]1[C@H](NP(=O)(c1ccccc1)c1ccccc1)c1ccccc1,10.1,-11.6,2.3,-0.6,4.5,1.1,-7.3,17.2,-8.0
O=C(C1CCN(S(=O)(=O)c2cccs2)CC1)N1CCN(c2ccccc2)CC1,1.6,-7.8,4.7,4.0,5.4,-2.5,-1.4,-10.6,-6.3
Cc1cccc(C(=O)Nc2nnc(COc3ccccc3)s2)c1,-8.3,-3.8,11.1,-6.4,-1.8,-3.1,5.6,-25.2,5.2
